Assay outcomes deposited in PubChem by several laboratories.
TWEAK-Fn14 inh: blocks TWEAK-Fn14 interaction in a reporter cell assay | TWEAK-stimulated Fn14 reporter cells, luciferase luminescence, 8 h | AID 1159606 | 2% of 360,000 active | inhibition, % at 10 µM; in the data active = inhibition above about 50%
NCOA1 inh: inhibits human SRC1 coactivator. Q15788. HEK293 GAL4-SRC1 luciferase reporter, luminescence. inhibition, % at 3.6 µM. 0.12% of 360,000 active;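 active = inhibition above the campaign mean plus 3 SD, with each screening campaign given its own cutoff, cut at about 60% in these data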;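 also: 0% = DMSO treated cells and 100% = gossypol at 36 µM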
Granule exo inh: blocks lytic granule exocytosis. TALL-104 LAMP-1 surface exposure, flow cytometry; cells stimulated with thapsigargin and PMA. inhibition, % at 10 µM. 0.66% of 360,000 active. AID 651702;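 active = inhibition above about 55%, limit read from the data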
ABHD5-PLIN5 inh: ABHD5-PLIN5 protein interaction inhibition. Q00G26+Q8WTS1. Split G. princeps luciferase complementation, luminescence, 4 h. inhibition, % at 4 µM. 0.78% of 360,000 active. AID 602281;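 active = inhibition above the mean inhibition across every tested compound plus 3 SD, cut at about 22% in these data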;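 also: 0% = DMSO only wells and the 100% control is not disclosed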
NR2F2 inh: inhibitors of human COUP-TFII (NR2F2); AID 686940; HEK293T NGFI-A luciferase reporter, luminescence; inhibition, % at 8.6 µM; 0.7% of 370,000 active;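 active = inhibition above a per-plate cutoff, mean inhibition of test wells between control levels plus 3 SD, cut at about 38% in these data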;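 also: cells cotransfected with COUP-TFII expression vector driving the NGFI-A reporter; 0% = median of COUP-TF2 test wells and 100% = reporter-only cells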
NCOA2 inhibitor: inhibits human steroid receptor coactivator 2; 0.17% of 370,000 active; Q15596; inhibition, % at 9 µM; HEK293 GAL4-SRC2 luciferase reporter, luminescence;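 active = inhibition above the mean inhibition of all tested compounds plus 3 SD, set per campaign, cut at about 52% in these data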;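 also: 0% = DMSO treated cells and 100% = cells given Gossypol at 36 µM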
TLR9-MyD88 block: inhibitors of human TLR9-MyD88 binding. Q9NR96+Q99836. CHO BLA complementation TLR9-MyD88, CCF4 FRET ratio. inhibition, % at 4.98 µM. 0.21% of 340,000 active. AID 504734;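 active = inhibition above the mean over all tested compounds plus 3 SD, cut at about 21% in these data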;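 also: 0% = DMSO only wells and 100% = clavulanate BLA inhibitor control wells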
NCOA3 inh: inhibits human SRC3 coactivator; Q9Y6Q9; HEK293 GAL4-SRC3 luciferase reporter, luminescence; inhibition, % at 3.6 µM; 0.17% of 360,000 active; AID 588352;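 active = inhibition above a per-campaign cutoff, the mean of all compounds plus 3 SD, cut at about 60% in these data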;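 also: 0% = DMSO-treated cells and 100% = gossypol-treated cells at 36 µM; higher means less SRC3-driven luciferase light from the GAL4 reporter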
TROY signal inh: inhibitors of TROY-dependent NF-kB signaling; Q293 LMP1-TROYcd NF-kB luciferase reporter, 4 h; inhibition, % at 10 µM; 0.98% of 360,000 active;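 active = compounds whose plate-normalised and pattern-corrected inhibition of the luciferase reporter signal at the single screening dose is 50% or more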
NR5A2 inv ag: inverse agonists of human LRH-1 (NR5A2); HEK293T StAR-luciferase reporter, LRH-1 transfected, 24 h; inhibition, % at 3.6 µM; 0.13% of 360,000 active;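 active = inhibition above the mean inhibition of all tested compounds plus 3 SD, cut at about 73% in these data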;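 also: 0% = DMSO wells and 100% = reporter-only cells lacking LRH-1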
Target sequence (O00482 whole entry, looked up): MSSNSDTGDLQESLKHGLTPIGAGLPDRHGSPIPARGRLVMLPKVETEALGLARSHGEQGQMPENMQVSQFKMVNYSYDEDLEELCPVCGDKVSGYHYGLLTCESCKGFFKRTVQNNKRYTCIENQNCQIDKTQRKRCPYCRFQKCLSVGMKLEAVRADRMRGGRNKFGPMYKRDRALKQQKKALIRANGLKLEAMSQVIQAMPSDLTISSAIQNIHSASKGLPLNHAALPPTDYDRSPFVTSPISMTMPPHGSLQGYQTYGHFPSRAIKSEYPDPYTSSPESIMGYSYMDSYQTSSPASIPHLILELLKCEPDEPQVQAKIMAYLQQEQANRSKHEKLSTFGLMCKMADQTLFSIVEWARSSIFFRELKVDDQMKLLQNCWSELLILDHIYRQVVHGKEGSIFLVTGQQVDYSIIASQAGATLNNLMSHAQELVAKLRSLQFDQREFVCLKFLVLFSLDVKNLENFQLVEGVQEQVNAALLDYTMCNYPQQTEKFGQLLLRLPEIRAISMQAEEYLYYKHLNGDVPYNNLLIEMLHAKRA
NOD2-RIPK2 inh: NOD2-RIPK2 protein interaction inhibition | CHO BLA complementation NOD2-RIPK2, CCF4 ratio | 0.38% of 360,000 active | O43353 | AID 624267 | inhibition, % at 4.98 µM; in the data active = inhibition above about 21%;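 also: 0% = vehicle only and 100% = reference blocker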
Target sequence (O43353 whole entry, looked up): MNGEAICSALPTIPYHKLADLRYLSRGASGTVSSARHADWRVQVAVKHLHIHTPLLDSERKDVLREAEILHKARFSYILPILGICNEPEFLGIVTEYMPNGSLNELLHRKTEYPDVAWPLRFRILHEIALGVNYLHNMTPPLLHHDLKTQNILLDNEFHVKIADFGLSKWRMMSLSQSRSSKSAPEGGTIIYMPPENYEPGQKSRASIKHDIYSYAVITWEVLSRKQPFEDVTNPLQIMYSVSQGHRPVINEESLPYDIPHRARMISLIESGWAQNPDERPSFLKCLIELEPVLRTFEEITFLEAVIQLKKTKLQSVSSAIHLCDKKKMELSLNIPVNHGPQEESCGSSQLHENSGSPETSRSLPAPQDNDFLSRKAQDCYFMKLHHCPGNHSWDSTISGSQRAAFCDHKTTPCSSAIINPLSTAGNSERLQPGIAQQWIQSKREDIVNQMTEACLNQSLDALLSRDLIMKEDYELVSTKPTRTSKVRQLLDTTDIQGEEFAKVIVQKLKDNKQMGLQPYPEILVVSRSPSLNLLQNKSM
Numbers without * were called inactive. Not all compounds are listed. The share of hits here may be higher or lower than overall.

Screening N#CC1=C(N)SC(N)=C(C#N)C1C1CC=CCC1 (stereo not given) returned TWEAK-Fn14 inh 0, NCOA1 inh 16, Granule exo inh 1, ABHD5-PLIN5 inh -3, NR2F2 inh 6, NCOA2 inhibitor 18, TLR9-MyD88 block 5, NCOA3 inh 2, TROY signal inh -6, NR5A2 inv ag 19 and NOD2-RIPK2 inh 3.
Screening Cn1c2ccccc2c(=O)c2ccc(NCCc3cccs3)cc21 returned TWEAK-Fn14 inh -120, NCOA1 inh -113, Granule exo inh 2, ABHD5-PLIN5 inh 1, NR2F2 inh -40, NCOA2 inhibitor -73, TLR9-MyD88 block 6, NCOA3 inh -86, TROY signal inh -108, NR5A2 inv ag -147 and NOD2-RIPK2 inh -4.
Screening COc1cccc(CN2CCC2(C)C(=O)Nc2ccc3c(c2)CCN3C(C)=O)c1F (stereo not given) returned TWEAK-Fn14 inh 7, NCOA1 inh 7, Granule exo inh -1, ABHD5-PLIN5 inh -1, NR2F2 inh -6, NCOA2 inhibitor 10, NCOA3 inh -19, TROY signal inh 0, NR5A2 inv ag -11 and NOD2-RIPK2 inh -16.
`CC1CCCCN1CCNc1nc(=S)[nH]c2ccccc12` (stereo not given) gave TWEAK-Fn14 inh -4, NCOA1 inh 5, Granule exo inh -1, ABHD5-PLIN5 inh -1, NR2F2 inh -12, NCOA2 inhibitor -1, TLR9-MyD88 block 2, NCOA3 inh 15, TROY signal inh 0, NR5A2 inv ag -6 and NOD2-RIPK2 inh 4.
For COc1ccc(CNC(=O)C2COc3ccccc3O2)c(OC)c1 (stereo not given) the results were TWEAK-Fn14 inh -14, NCOA1 inh -32, Granule exo inh -2, ABHD5-PLIN5 inh -3, NR2F2 inh -20, NCOA2 inhibitor -58, TLR9-MyD88 block 4, NCOA3 inh -34, TROY signal inh -54, NR5A2 inv ag -29 and NOD2-RIPK2 inh -9.
Screening OCC[C@@H]1C[C@H](O)[C@@H](O)[C@]2(OCCc3cc(Cl)ccc32)O1 returned TWEAK-Fn14 inh 5, NCOA1 inh -3, Granule exo inh -2, ABHD5-PLIN5 inh -2, NR2F2 inh -8, NCOA2 inhibitor -9, NCOA3 inh 12, TROY signal inh 16, NR5A2 inv ag 18 and NOD2-RIPK2 inh -11.
CCN1CCN(c2ccc(S(=O)(=O)N3CCOCC3)cc2NC(=O)CC(NC(C)=O)c2ccccc2)CC1 (stereo not given) was read as TWEAK-Fn14 inh 11, NCOA1 inh -1, Granule exo inh -2, ABHD5-PLIN5 inh 6, NR2F2 inh -4, NCOA2 inhibitor 9, TLR9-MyD88 block -11, NCOA3 inh -3, TROY signal inh 6, NR5A2 inv ag 6 and NOD2-RIPK2 inh 5.
COc1ccc(C2=NN(C(=O)CN3CCCC3)C(c3ccc(OC)cc3)C2)cc1 (stereo not given) was read as TWEAK-Fn14 inh -21, NCOA1 inh -7, Granule exo inh 0, ABHD5-PLIN5 inh 6, NR2F2 inh -5, NCOA2 inhibitor -33, NCOA3 inh -11, TROY signal inh -13, NR5A2 inv ag -9 and NOD2-RIPK2 inh 2.
Screening O=C1CCN(Cc2ccccc2)C=C1c1ccc2ccccc2c1 returned TWEAK-Fn14 inh -28, NCOA1 inh -89, Granule exo inh 6, ABHD5-PLIN5 inh 4, NR2F2 inh -46, NCOA2 inhibitor -73, TLR9-MyD88 block 0, NCOA3 inh -82, TROY signal inh -65, NR5A2 inv ag -78 and NOD2-RIPK2 inh 0.
For Cc1ccc(-n2cc3c(=O)n(C)c(=O)n(C)c3c2)cc1C the results were TWEAK-Fn14 inh -13, NCOA1 inh -25, Granule exo inh -4, ABHD5-PLIN5 inh -1, NR2F2 inh -25, NCOA2 inhibitor -45, TLR9-MyD88 block -1, NCOA3 inh -14, TROY signal inh -27, NR5A2 inv ag -24 and NOD2-RIPK2 inh -8.
Screening Cc1ccc(NC(=O)c2ccccn2)c(Br)c1 returned TWEAK-Fn14 inh 15, NCOA1 inh -97, Granule exo inh 13, ABHD5-PLIN5 inh -3, NR2F2 inh -46, NCOA2 inhibitor -61, TLR9-MyD88 block -1, NCOA3 inh -92, TROY signal inh -35, NR5A2 inv ag -146 and NOD2-RIPK2 inh -7.
For O=C(CSc1nc2ccccc2c(=O)n1Cc1ccc(Cl)cc1)NCc1cccs1 the results were TWEAK-Fn14 inh -13, NCOA1 inh -6, Granule exo inh 7, ABHD5-PLIN5 inh -4, NR2F2 inh 4, NCOA2 inhibitor 5, TLR9-MyD88 block -7, NCOA3 inh 10, TROY signal inh -13, NR5A2 inv ag 12 and NOD2-RIPK2 inh -6.
Screening CCCCOc1ccc(/C(O)=C2/C(=O)C(=O)N(CCCOC)C2c2ccncc2)cc1 (stereo not given) returned TWEAK-Fn14 inh 8, NCOA1 inh 4, Granule exo inh 0, ABHD5-PLIN5 inh -1, NR2F2 inh 1, NCOA2 inhibitor 9, TLR9-MyD88 block -1, NCOA3 inh 5, TROY signal inh -8, NR5A2 inv ag 4 and NOD2-RIPK2 inh -3.
For COc1ccc2[nH]c(=O)c(CN(C(=O)c3cccnc3)c3ccccc3)cc2c1 the results were TWEAK-Fn14 inh 19, NCOA1 inh -6, Granule exo inh -4, ABHD5-PLIN5 inh 3, NR2F2 inh -16, NCOA2 inhibitor -25, TLR9-MyD88 block -14, NCOA3 inh -9, TROY signal inh 13, NR5A2 inv ag 3 and NOD2-RIPK2 inh -2.
`CCN(Cc1cc2cc(C)ccc2[nH]c1=O)S(=O)(=O)c1ccccc1` gave TWEAK-Fn14 inh -7, NCOA1 inh -5, Granule exo inh -2, ABHD5-PLIN5 inh 5, NR2F2 inh -5, NCOA2 inhibitor -6, TLR9-MyD88 block -4, NCOA3 inh 13, TROY signal inh 4, NR5A2 inv ag 3 and NOD2-RIPK2 inh 1.
For O=S(=O)(Cc1ccccc1)NCc1ccccn1 the results were TWEAK-Fn14 inh -7, NCOA1 inh 7, Granule exo inh -4, ABHD5-PLIN5 inh 8, TLR9-MyD88 block -3, NCOA3 inh -9, TROY signal inh -1, NR5A2 inv ag -2 and NOD2-RIPK2 inh -4.
For COc1ccc(CN2CCNC(=O)C2CC(=O)N(C)CC2CCOCC2)cc1OC (stereo not given) the results were TWEAK-Fn14 inh 21, NCOA1 inh -12, Granule exo inh -8, ABHD5-PLIN5 inh -1, NR2F2 inh -30, NCOA2 inhibitor 0, TLR9-MyD88 block 3, NCOA3 inh 16, TROY signal inh -11, NR5A2 inv ag 8 and NOD2-RIPK2 inh -3.
Screening Nc1[nH]ncc1S(=O)(=O)c1ccccc1 returned TWEAK-Fn14 inh 21, NCOA1 inh -12, Granule exo inh 3, ABHD5-PLIN5 inh -4, NR2F2 inh -4, NCOA2 inhibitor -34, TLR9-MyD88 block -2, NCOA3 inh -17, TROY signal inh -7, NR5A2 inv ag 0 and NOD2-RIPK2 inh -2.
For Cc1ccc(/C=C2/SC(=Nc3ccc(F)cc3)NC2=O)s1 the results were TWEAK-Fn14 inh -2, NCOA1 inh -2, Granule exo inh -2, ABHD5-PLIN5 inh -4, NR2F2 inh -22, NCOA2 inhibitor -28, TLR9-MyD88 block 9, NCOA3 inh -26, TROY signal inh -22, NR5A2 inv ag -8 and NOD2-RIPK2 inh -7.
For CC(C)[C@H](NC(=O)[C@@H]1Cc2ccccc2CN1)C(=O)Nc1ccc2c(c1)OCO2 the results were TWEAK-Fn14 inh -53, NCOA1 inh -65, Granule exo inh 0, ABHD5-PLIN5 inh 4, NR2F2 inh -12, NCOA2 inhibitor -44, TLR9-MyD88 block -3, NCOA3 inh -33, TROY signal inh -34, NR5A2 inv ag -13 and NOD2-RIPK2 inh -2.
`CCOc1ccc(NC(=O)C/C(C)=N/NC(=O)c2cnccn2)cc1` gave TWEAK-Fn14 inh -2, NCOA1 inh -20, Granule exo inh -4, ABHD5-PLIN5 inh 4, NR2F2 inh -14, NCOA2 inhibitor -71, TLR9-MyD88 block -2, NCOA3 inh -96, TROY signal inh -10, NR5A2 inv ag -31 and NOD2-RIPK2 inh -7.
For NC(N)=NC(N)=Nc1ccc2ccccc2c1 the results were TWEAK-Fn14 inh -1, NCOA1 inh -14, Granule exo inh 3, ABHD5-PLIN5 inh -3, NR2F2 inh -20, NCOA2 inhibitor 10, TLR9-MyD88 block 2, NCOA3 inh 7, TROY signal inh -13, NR5A2 inv ag 2 and NOD2-RIPK2 inh 11.
`O=C(CCCn1c(=O)[nH]c2ccccc2c1=O)Nc1ccc(F)cc1` gave TWEAK-Fn14 inh -7, NCOA1 inh -17, Granule exo inh -1, ABHD5-PLIN5 inh 5, NR2F2 inh -5, NCOA2 inhibitor 5, TLR9-MyD88 block -5, NCOA3 inh -5, TROY signal inh 16, NR5A2 inv ag 11 and NOD2-RIPK2 inh 5.
`CCOc1ccc(C(=O)N2CCC3(CC2)NCCc2[nH]cnc23)cc1` gave TWEAK-Fn14 inh 12, NCOA1 inh 3, Granule exo inh -6, ABHD5-PLIN5 inh 1, NR2F2 inh -21, NCOA2 inhibitor 0, TLR9-MyD88 block 5, NCOA3 inh -1, TROY signal inh 2, NR5A2 inv ag 7 and NOD2-RIPK2 inh -3.
Screening O=C(c1ccc(Cn2c(=O)[nH]c3ccccc3c2=O)cc1)N1CCN(c2ccccn2)CC1 returned TWEAK-Fn14 inh 3, NCOA1 inh -10, Granule exo inh -4, ABHD5-PLIN5 inh 2, NR2F2 inh -8, NCOA2 inhibitor 14, TLR9-MyD88 block -10, NCOA3 inh -24, TROY signal inh 6, NR5A2 inv ag 7 and NOD2-RIPK2 inh 1.
Screening C/C=C/C(=O)N1c2ccccc2C(C)=CC1(C)C returned TWEAK-Fn14 inh 3, NCOA1 inh -11, Granule exo inh 1, ABHD5-PLIN5 inh -2, NR2F2 inh -18, NCOA2 inhibitor 5, TLR9-MyD88 block 5, NCOA3 inh 15, TROY signal inh -11, NR5A2 inv ag -6 and NOD2-RIPK2 inh -6.
Cn1c(S(=O)(=O)c2ccc([N+](=O)[O-])cc2)nc(Br)c1Br was read as TWEAK-Fn14 inh -8, NCOA1 inh -8, Granule exo inh -2, ABHD5-PLIN5 inh 3, NR2F2 inh -7, NCOA2 inhibitor -37, TLR9-MyD88 block 5, NCOA3 inh 5, TROY signal inh 2, NR5A2 inv ag 28 and NOD2-RIPK2 inh -18.
Screening COc1cccc(CC(=O)Nc2nc3c(s2)C(=O)CC(C)(C)C3)c1 returned TWEAK-Fn14 inh -4, NCOA1 inh 8, Granule exo inh -3, ABHD5-PLIN5 inh -8, NR2F2 inh 14, NCOA2 inhibitor 21, TLR9-MyD88 block -1, NCOA3 inh 10, TROY signal inh -4, NR5A2 inv ag 12 and NOD2-RIPK2 inh 1.
For COc1cccc(-c2nnc(Nc3nc4c(F)cccc4s3)o2)c1 the results were TWEAK-Fn14 inh 10, NCOA1 inh -66, Granule exo inh 4, ABHD5-PLIN5 inh 12, NR2F2 inh -12, NCOA2 inhibitor -40, TLR9-MyD88 block 2, NCOA3 inh -70, TROY signal inh -8, NR5A2 inv ag -46 and NOD2-RIPK2 inh -7.
